ADAM17 inh: inhibits human ADAM17 | P78536 | recombinant ADAM17, EDANS/DABCYL FRET peptide cleavage | actives 0.83% (n = 370,000) | inhibition, % at 6.95 µM;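 active means inhibition above the mean of compounds lying between control limits plus 3 SD, set per campaign, cut at about 8.5% in these data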;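 further: 0% = DMSO-only wells as the low control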
Target sequence (P78536 215-824 limits assumed): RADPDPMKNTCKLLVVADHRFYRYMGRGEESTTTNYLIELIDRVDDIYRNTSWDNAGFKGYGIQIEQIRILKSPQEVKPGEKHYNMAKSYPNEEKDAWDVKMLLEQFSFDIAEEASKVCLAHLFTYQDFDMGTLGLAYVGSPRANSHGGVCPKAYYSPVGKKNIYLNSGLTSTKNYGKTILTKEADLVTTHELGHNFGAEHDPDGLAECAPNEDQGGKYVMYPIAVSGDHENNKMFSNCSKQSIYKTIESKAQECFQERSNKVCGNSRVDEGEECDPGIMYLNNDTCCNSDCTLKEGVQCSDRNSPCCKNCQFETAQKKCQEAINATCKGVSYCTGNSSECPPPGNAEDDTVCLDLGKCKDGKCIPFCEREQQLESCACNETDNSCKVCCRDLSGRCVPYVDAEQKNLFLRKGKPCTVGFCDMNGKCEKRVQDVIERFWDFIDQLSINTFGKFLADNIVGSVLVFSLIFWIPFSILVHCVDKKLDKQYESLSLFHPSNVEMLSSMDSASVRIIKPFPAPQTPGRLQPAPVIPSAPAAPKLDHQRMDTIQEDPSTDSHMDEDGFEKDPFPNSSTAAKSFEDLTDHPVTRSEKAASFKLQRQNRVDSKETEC
hcDAF-12 act: H. contortus DAF-12 activation, primary screen; HEK293 hcDAF-12 lit1-tk-luc reporter, luminescence; 0% DMSO, 100% Δ7-dafachronic acid; activation, % at 6.8 µM; actives 1.4% (n = 370,000);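 active means activation above the mean of all tested compounds plus 3 SD, cut at about 5.5% in these data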;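 further: 100% = response to 3 µM Δ7-dafachronic acid high control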
DAX1 inh-1: DAX1 (NR0B1) inhibition, primary screen; HEK293T StAR-luciferase reporter, SF-1/DAX-1 repression relief; inhibition, % at 6.8 µM; actives 1.1% (n = 370,000); AID 652010;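 active means inhibition above the mean over all tested compounds plus 3 SD, cut at about 3.6% in these data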;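 further: 0% = DAX-1 cells with DMSO and 100% = cells lacking DAX-1 with DMSO; higher inhibition means more luminescence from relief of DAX-1 repression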
MBD2 inh: blocks human MBD2 binding to methylated DNA; actives 0.31% (n = 370,000); inhibition, % at 4.4 µM; TR-FRET, MBD2 binding to methylated oligonucleotide; Q9UBB5; in the data active means inhibition above about 13%
SMARCA2 act: activators of SMARCA2 function. MG213 cells, MMTV-luciferase reporter, dexamethasone, overnight. activation, % at 9.1 µM. actives 1% (n = 370,000); in the data active means activation above about 7.8%;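 further: 0% = vehicle wells and 100% = reference activator wells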
ssDAF12 agonist: activates DAF-12 receptor from parasite S. stercoralis. HEK293 ssDAF-12/GRIP1 lit1-tk-luc reporter, luminescence; % of 3 µM dafachronic acid response. activation, % at 6.8 µM. actives 1% (n = 370,000);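 active means activation above the mean over all tested compounds plus 3 SD, cut at about 0.9% in these data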;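 further: 0% = DMSO-only wells and 100% = 3 µM delta7-dafachronic acid wells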
PLCb3 inh: blocks human PLC-beta3 enzyme activity; Q01970; Purified PLC-beta3, fluorogenic substrate, fluorescence; inhibition, % at 12.2 µM; actives 0.18% (n = 370,000); in the data active means inhibition above about 11%;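 further: 0% = median of compound wells on plate and 100% = full blocker control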
DAX1 inh-2: inhibitors of human orphan nuclear receptor DAX1 (NR0B1); actives 0.99% (n = 340,000); AID 504766; HEK293 Gal4-DAX1 luciferase reporter, luminescence; P51843; inhibition, % at 6.75 µM;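 active means inhibition above the mean over all tested compounds plus 3 SD, cut at about 4.2% in these data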;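 further: 0% = DAX1-transfected cells with DMSO and 100% = empty-vector control cells with DMSO; inhibition shows as a rise in luminescence from relieved DAX1 repression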
Target sequence (P51843 207-470 limits assumed): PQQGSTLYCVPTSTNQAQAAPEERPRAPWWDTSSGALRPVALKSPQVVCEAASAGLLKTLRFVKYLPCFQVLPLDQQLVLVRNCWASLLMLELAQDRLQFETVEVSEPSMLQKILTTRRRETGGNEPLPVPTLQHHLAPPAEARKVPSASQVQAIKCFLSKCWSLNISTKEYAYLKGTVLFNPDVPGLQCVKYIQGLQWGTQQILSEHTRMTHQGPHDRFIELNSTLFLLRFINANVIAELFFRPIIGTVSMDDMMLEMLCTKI
hgDAF-12 ag: agonists of H. glycines DAF-12 nuclear receptor. HEK293 GAL4-hgDAF12 UAS-luciferase reporter, agonist luminescence; normalized to butyrate control. activation, % at 6.8 µM. actives 1.8% (n = 370,000). AID 687014;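 active means activation above a cutoff set at the mean of all screened compounds plus 3 SD, cut at about 10% in these data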;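 further: 0% = DMSO wells and 100% = sodium butyrate wells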
PLCg1 inh: inhibitors of human phospholipase C gamma1; P19174; purified PLC-gamma1, fluorogenic substrate, fluorescence; inhibition, % at 12.2 µM; actives 0.84% (n = 370,000); in the data active means inhibition above about 9.5%
Rev-erbA mod: modulates human Rev-erb alpha binding to DNA; Rev-erbα–FITC-DNA binding, fluorescence polarization, 90 min; actives 0.79% (n = 370,000); P20393; AID 1259318; activity, % at 10 µM;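 active means activity above about 14%, limit read from the data; passing the limit was not always enough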;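 further: 0% = DMSO wells with 35 nM protein and 100% = DMSO wells with 750 nM protein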
An asterisk follows results filed as active; / = not tested or not shown.

SMILES	ADAM17 inh	hcDAF-12 act	DAX1 inh-1	MBD2 inh	SMARCA2 act	ssDAF12 agonist	PLCb3 inh	DAX1 inh-2	hgDAF-12 ag	PLCg1 inh	Rev-erbA mod
[O-]/C(=C(\C(=S)Nc1ccc(SC(F)F)cc1)[n+]1ccccc1)c1cc(Cl)ccc1Cl	1	1.0	1.1	4	-3	-0.2	-13	-0.2	5.7	5	2
COc1ccc(-c2noc3c2-c2nc(C(C)C)sc2CC3)cc1	3	1.2	-0.1	5	0	-1.0	1	0.1	-0.2	11*	0
NC(=S)Nc1cccc2[nH]ncc12	3	-0.3	-0.3	-7	0	-1.9	-2	-0.5	-0.7	3	1
CCOc1ccc(N(CC(=O)NC(C)(C)C)C(=O)CCC(=O)Nc2nccs2)cc1	3	-0.2	2.7	-1	4	-0.5	-4	-0.4	-1.2	-1	-2
Cc1nnc(NC(=O)c2cccc(S(=O)(=O)N3CCCC3)c2)s1	0	3.2	0.0	1	-3	0.3	-7	-0.7	2.9	0	-3
CC1CCCC(C)N1C(=O)COC(=O)C12CC3CC(CC(Cl)(C3)C1)C2 (stereo not drawn)	2	-0.7	-0.2	6	4	-1.4	1	0.2	0.6	6	3
COc1ccccc1S(=O)(=O)N(C)C[C@H]1OCc2cnnn2CCCC(=O)N([C@@H](C)CO)C[C@H]1C	-2	-0.8	0.3	-3	-2	-1.0	0	0.0	-4.0	0	-12
CC(Nc1cc(N2CCN(S(C)(=O)=O)CC2)ccc1[N+](=O)[O-])c1ccccc1 (stereo not drawn)	6	-3.3	-0.8	-3	-1	-1.5	6	-0.2	-1.9	8	5
CCC(=O)Nc1ccccc1C(=O)C(=O)Nc1ccccc1	-2	3.2	0.8	1	1	-0.6	3	0.2	7.1	0	-4
Cc1cc(SCC(=O)Nc2ccc(O)cc2)n2ncc(-c3ccccc3)c2n1	-19	-0.3	-1.1	3	4	-0.4	-37	-0.4	1.9	-14	-2
CCOC(=O)[C@]12CCCC=C1N(Cc1cccc3ccccc13)C(=O)[C@H](CC(=O)N1CCSCC1)C2	4	-2.6	-0.3	-3	-5	-0.9	4	/	-3.9	0	2
O=C(c1ccc(=O)[nH]c1)N(Cc1ccco1)C1(C(=O)NC2CCCCC2)CCCCC1	1	-2.0	-0.6	-7	5	-1.4	5	0.1	0.2	2	4
Cc1cc2c(c(=O)o1)[C@@]1(C(=O)N(C)c3ccccc31)C1=C(CC(C)(C)OC1=O)O2	-3	-0.3	1.6	0	-4	-0.7	-3	/	-0.6	0	-3
COc1ccc(C(=O)CCN2CCN(c3ccc(OC)cc3)CC2)cc1	-1	-0.5	0.6	-2	0	-0.4	-2	-0.1	-1.4	5	-4
NC(=O)C1CCN(C(=O)CSc2nc3c(c(-c4ccccc4)n2)CCCC3)CC1	-5	-0.6	-0.3	1	0	-1.1	-1	-0.5	-1.1	-4	4
Oc1ccc(Cl)cc1N=Cc1sc2ccccc2c1Cl	1	-0.4	-1.0	-9	1	-0.3	2	-0.9	-4.4	-2	8
O=C(CSc1nnc2ccc(-c3ccncc3)nn12)c1cccs1	-1	-0.5	0.4	-1	6	-1.0	-54	-0.9	5.3	-26	2
CCOc1cnc(C(=O)NNC(=O)C(Br)C(C)C)o1 (stereo not drawn)	-5	1.6	-0.8	0	0	-1.4	-2	7.8*	-0.6	-1	1
Cn1c(SCC(=O)Nc2nccs2)nnc1-c1ccccn1	-7	0.4	0.3	-1	-1	-0.9	-4	-0.3	-1.9	-2	-2
Cc1cc(C(=O)CSc2n[nH]c(N)n2)c(C)n1-c1ccc2c(c1)OCO2	7	-0.9	-0.7	-4	-1	-1.1	-1	-1.5	1.1	3	-3
CCC(C(=O)N1CCN(C(=O)c2ccco2)CC1)c1ccccc1 (stereo not drawn)	-2	-1.8	0.3	-1	-1	-0.4	4	-0.5	0.6	5	2
O=C1NC2=C(C(=O)CCC2)C(c2ccc([N+](=O)[O-])cc2)N1 (stereo not drawn)	-4	-1.1	0.1	5	-2	-0.9	-6	0.3	2.4	-3	0
C[C@H]1CCC[C@]2(CC(=O)c3cc(F)ccc3O2)C1	-3	-1.2	-0.1	-3	-1	-1.1	3	0.9	5.5	1	-1
Cc1cnc(C(=O)OCC(=O)c2ccc(C)s2)cn1	-4	-0.1	-0.9	-6	-1	-0.7	0	-0.3	3.1	0	-2
CSc1nc2c(=O)[nH]cnc2s1	-3	0.8	0.1	-6	-2	-1.1	-1	/	1.9	-3	-8
CC(C)=CCc1cc([C@@H]2COc3c(ccc4c3C=CC(C)(C)O4)C2)c(O)cc1O	13*	-0.7	-0.9	-1	-1	-1.7	1	-1.1	4.9	4	-2
COc1ccc(C)cc1NC(=O)CSc1nnc(-c2ccco2)n1Cc1ccco1	-2	0.6	-0.1	-1	-1	-1.0	2	-1.0	-0.4	-2	7
COC(=O)c1ccccc1NC(=O)c1cc(-c2ccco2)on1	-4	1.4	-0.1	2	-1	-0.4	-7	0.2	4.7	-3	-8
CC(C)(C)C(=O)C1=C(O)C(=O)N(Cc2ccccc2)C1c1ccccc1Cl (stereo not drawn)	-2	-0.8	-0.9	3	0	-0.4	-5	-0.6	-2.0	3	-9
Cn1cc(CN2CCCC(CO)C2)c(-c2ccc(Oc3ccccc3)cc2)n1 (stereo not drawn)	-1	0.3	-0.1	2	-2	-1.4	1	0.1	-0.1	3	6
O=C(Nc1ccc(C(=O)NCCCN2CCN(c3ccc(F)cc3)CC2)cc1)C1=CSCCO1	-2	-2.6	-0.3	-3	-1	-1.7	-7	-0.4	-2.0	0	-3
Cc1cc(C)n(C(=O)CCCCCCCC(=O)n2nc(C)cc2C)n1	2	0.4	0.1	-2	5	-1.3	-1	0.5	0.8	2	-2
Cc1ccc(-c2csc(N3CCN(S(=O)(=O)c4ccc5c(c4)NC(=O)CO5)CC3)n2)cc1	-3	-1.9	0.0	-5	-2	-0.4	-1	1.3	-0.6	0	4
CC(=O)NCCc1nc2cc(NC(=O)Nc3ccccc3)ccc2n1C	-7	3.3	0.8	-2	0	0.5	-6	0.1	4.4	2	0
CC(=O)C(Sc1nnnn1-c1ccc(O)cc1)c1ccccc1 (stereo not drawn)	6	-2.0	-0.5	0	-4	-0.1	-2	1.7	0.9	9	-4
CCCc1cc(=O)[nH]c(SCC(=O)N2N=C(c3ccc(Cl)cc3)CC2c2ccco2)n1 (stereo not drawn)	1	-3.0	-0.7	-2	-6	-1.1	-12	-1.7	-3.8	-7	12
N#CC1=C(N)OC2=C(C(=O)CC(c3ccccc3)C2)C1c1ccoc1 (stereo not drawn)	-3	0.7	0.1	2	1	-1.2	-14	0.0	-0.8	-9	0
CN(Cc1cccs1)S(=O)(=O)c1cccs1	4	-0.6	-0.6	-3	2	-1.6	3	0.4	0.1	-2	2
CC(=O)n1cc([C@H]2C=C(C(=O)N3CCOCC3)O[C@@H](OCc3ccc(CO)cc3)C2)c2ccccc21	-4	-1.0	-0.5	3	-1	-1.1	-5	0.0	0.8	-3	-3
Cc1ccc(CN2C(=O)CCC2(C)C(=O)NCc2cccnc2)cc1 (stereo not drawn)	0	-0.7	-0.5	-7	-2	-1.1	3	-0.2	-0.2	3	-6
COc1ccc(-c2cc(-c3ccccc3)c(C#N)c(=S)[nH]2)cc1	-6	-0.1	0.0	21*	-2	-1.0	-19	-0.4	-4.9	-9	0
Cc1ccccc1Nc1nn2c(=O)c3ccccc3nc2s1	0	-0.4	0.4	-1	2	-0.7	1	0.4	1.3	-1	37*
Cc1ccccc1NC(=O)Cc1nc(CSc2nnc(-c3ccc4c(c3)OCO4)o2)cs1	-2	3.6	0.5	0	2	-1.0	-5	1.2	3.1	-2	5
Cc1cc(Cl)ccc1C(=O)C1CCCN(C(=O)CCn2cnnn2)C1 (stereo not drawn)	-1	-1.2	0.0	2	0	-1.5	1	0.3	4.3	1	6
O=C(NNC(=O)c1ccc(Cl)cc1Cl)c1ccncc1	-5	-0.1	0.1	1	-2	0.3	2	-1.4	2.3	0	0

Already shown: two of the compounds above.
SMILES	ADAM17 inh	hcDAF-12 act	DAX1 inh-1	MBD2 inh	SMARCA2 act	ssDAF12 agonist	PLCb3 inh	DAX1 inh-2	hgDAF-12 ag	PLCg1 inh	Rev-erbA mod
COc1ccc(C(=O)CCN2CCN(c3ccc(OC)cc3)CC2)cc1	-1	-0.5	0.6	-2	0	-0.4	-2	-0.1	-1.4	5	-4
NC(=O)C1CCN(C(=O)CSc2nc3c(c(-c4ccccc4)n2)CCCC3)CC1	-5	-0.6	-0.3	1	0	-1.1	-1	-0.5	-1.1	-4	4

Continued:
SMILES	ADAM17 inh	hcDAF-12 act	DAX1 inh-1	MBD2 inh	SMARCA2 act	ssDAF12 agonist	PLCb3 inh	DAX1 inh-2	hgDAF-12 ag	PLCg1 inh	Rev-erbA mod
CN(C)C(=O)c1nc2ccc(Cl)cn2c1CN1CCN(c2ncccn2)CC1	-3	0.1	-1.0	3	1	-1.2	-3	0.4	2.5	-1	2
CN(C)c1ccc(C(=O)N/N=C/c2ccccn2)cc1	6	1.2	3.6*	-3	2	-0.3	-19	0.3	12*	-8	-1
COC(=O)C1=CN(Cc2cccs2)C=C(C(=O)OC)C1c1cccc(OC)c1OC	-85	-0.9	-0.5	-5	-1	-0.6	-117	2.1	-1.0	-71	1
OCCCn1c(C2CCCN2c2nc(-c3ccc(F)cc3)cs2)nc2cc(Cl)c(Cl)cc21 (stereo not drawn)	9.5*	-0.4	-0.2	1	1	-1.1	7	-0.4	0.0	5	-4
O=C(NCc1ccccn1)Nc1cccc(Cl)c1Cl	-4	1.4	3.0	4	0	-1.1	-12	1.5	1.4	0	8
CC(=O)c1ccc(C(=O)NC2CCCN(Cc3ccccc3F)C2)cc1 (stereo not drawn)	-1	-1.1	0.9	0	-1	-1.0	-2	-0.8	-1.2	3	-2
CC(=O)N1Cc2ccccc2CC1C(=O)O (stereo not drawn)	2	0.6	0.7	-6	1	-0.7	4	-0.2	2.9	1	7
CC(OC(=O)Cn1cnc2c1c(=O)n(C)c(=O)n2C)C(=O)c1ccccc1 (stereo not drawn)	-3	-0.7	0.7	-3	0	-1.0	-8	2.0	-1.6	-3	-6
O=C(O)c1ccc(OCc2occc2C(=O)O)cc1	3	-1.1	-1.1	-1	7	-0.2	5	0.6	0.6	13*	0
Cc1ccc(C)c(S(=O)(=O)N2CCN(C(=O)Cc3c(F)cccc3Cl)CC2)c1	-1	-0.2	-0.6	-6	-1	-1.4	-5	-0.6	-1.1	-1	5
O=C(OCC(=O)N1CCCC1)c1cc(=O)c2ccccc2o1	-2	0.7	2.3	-3	0	-0.8	-4	0.8	-0.8	3	-1
COc1cccc(C(=O)NC2CC3CCCC(C2)N3S(=O)(=O)c2ccccc2)c1 (stereo not drawn)	2	-3.1	-1.3	-2	-2	-2.3	-5	-2.8	-5.1	5	-11
CCN(CC)S(=O)(=O)c1ccc(Cl)c(NC(=O)COc2ccccc2[N+](=O)[O-])c1	4	0.9	-0.3	3	-3	-0.6	5	0.2	-0.6	7	-2
CCN(C(=O)Cn1nc(C)n2c(cc3cc(C)ccc32)c1=O)c1ccccc1	-22	-2.1	-0.2	-5	-2	-1.0	-17	0.2	-2.9	-6	-2
Cc1cc(=O)[nH]c(N/N=C/c2ccc(-c3ccc(F)cc3)o2)n1	-12	-1.6	0.1	-1	2	-1.1	-12	-1.1	0.4	-8	-22
COCC(C)OC(=O)/C(C#N)=C\c1coc2ccc(C)cc2c1=O (stereo not drawn)	-33	1.7	0.0	-2	-1	-1.1	-173	1.7	-1.4	-152	-2

Bioassay records as filed in PubChem BioAssay.
